# Screens: PubChem BioAssay, several laboratories
# Vif inh – HIV Vif self-association inhibitors, primary screen, imaging, HEK293T, single point; inhibition, % at 7.49 µM; actives 0.35% (n = 340,000); AID 602346, 2012; HEK293T cells, Vif self-association by quenched fluorescence, 24 h; in the data active = inhibition above about 50%, passing the limit was not always enough; inconclusive = no clear call, values can overlap the other calls; inactive = below about 31%; also: some results filed as inactive read as strong as hits
# CF NFkB block – inhibitors of PAF-induced NF-kB signaling, primary screen, cell-based, GFP fluorescence, uHTS; inhibition, % at 5 µM; KKLEB NF-kB-GFP reporter, GFP fluorescence overnight; AID 588850, 2011; actives 0.86% (n = 360,000);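 active = at least 50% inhibition at 5 µM, scaled per plate between neutral and stimulator controls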;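 also: PAF is a Pseudomonas aeruginosa culture filtrate used as stimulus; plate controls were PAF-stimulated DMSO wells for no effect and unstimulated DMSO wells for full effect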
# TRPM1 prom inh – inhibitors of MITF-dependent TRPM1 promoter reporter, primary screen, cell-based, SK-MEL-5, single point, luciferase | actives 0.83% (n = 330,000) | SK-MEL-5 TRPM1 promoter luciferase, 24 h | inhibition, % at 12.5 µM;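 active = mean inhibition across replicates of 60% or more, whatever share of single replicates reaches that level; inconclusive = some that reach 60%, reason not given; inactive = mean inhibition across replicates below 60%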; also: values of inactives mirror those of a sister screen read the other way
# NR2E3 ag-1 – inhibitors of NR2E3-RetCOR corepressor binding, primary screen, NR2E3 agonist project, biochemical, TR-FRET, GST-NR2E3, biotin-RetCOR. inhibition of corepressor binding, % at 4.78 µM. 1536-well. AID 2300, 2010. actives 0.12% (n = 320,000). Photoreceptor-specific nuclear receptor (Homo sapiens), Q9Y5X4;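 active = percent inhibition above the cutoff of mean plus 3 SD of all tested compounds, set per screening campaign, cut at about 20% in these data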;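 also: 0% = DMSO wells and 100% = biotin wells as full block of FRET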
# Target sequence (Q9Y5X4 whole entry, looked up): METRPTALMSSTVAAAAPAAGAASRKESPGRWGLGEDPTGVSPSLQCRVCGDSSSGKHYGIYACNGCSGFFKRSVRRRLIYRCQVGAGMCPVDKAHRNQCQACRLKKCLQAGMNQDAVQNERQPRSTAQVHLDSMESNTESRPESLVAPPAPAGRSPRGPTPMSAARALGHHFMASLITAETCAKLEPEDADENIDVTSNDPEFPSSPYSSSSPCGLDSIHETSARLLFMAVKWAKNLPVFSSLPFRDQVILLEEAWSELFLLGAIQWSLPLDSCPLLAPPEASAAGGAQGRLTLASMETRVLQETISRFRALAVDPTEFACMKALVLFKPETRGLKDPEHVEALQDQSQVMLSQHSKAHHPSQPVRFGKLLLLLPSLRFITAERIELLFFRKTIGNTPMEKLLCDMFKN
#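 Format: 1536-well format; test system: GST-NR2E3 and biotin-RetCOR proteins; read-out basis: percent inhibition of TR-FRET ratio; timing: 5 h incubation at 4 °C; detection: time-resolved FRET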
# PDI turbidity – inhibitors of human PDI, primary screen, biochemical, turbidity, single point, plate reader; inhibition, % at 10 µM; Protein disulfide-isomerase (Homo sapiens), P07237; actives 0.052% (n = 350,000); PDI insulin aggregation turbidity, A650, 90 min;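 active = mean inhibition across replicates of 30% or more, whatever share of single replicates reach that level; inconclusive = mean inhibition below 30% while every single replicate reaches 30%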;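 also: absorbance from insulin aggregation driven by PDI reduction with DTT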
# Target sequence (P07237 whole entry, looked up): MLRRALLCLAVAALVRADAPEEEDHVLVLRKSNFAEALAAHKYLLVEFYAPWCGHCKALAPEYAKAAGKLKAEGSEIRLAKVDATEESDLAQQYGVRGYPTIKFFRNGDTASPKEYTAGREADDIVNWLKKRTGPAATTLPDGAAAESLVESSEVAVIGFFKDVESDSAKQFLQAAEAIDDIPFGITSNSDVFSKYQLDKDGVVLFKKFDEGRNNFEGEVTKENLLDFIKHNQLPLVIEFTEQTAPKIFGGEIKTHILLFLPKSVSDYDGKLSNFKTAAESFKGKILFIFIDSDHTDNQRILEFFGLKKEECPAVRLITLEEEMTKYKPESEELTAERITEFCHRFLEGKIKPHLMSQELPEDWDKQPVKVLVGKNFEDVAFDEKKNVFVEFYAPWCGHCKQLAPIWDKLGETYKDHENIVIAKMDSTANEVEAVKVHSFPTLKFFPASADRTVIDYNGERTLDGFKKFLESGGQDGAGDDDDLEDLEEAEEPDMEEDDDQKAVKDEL
# KKLEB tox – cytotoxicity in KKLEB CF airway cells, primary screen, cytotoxicity control for CF NF-kB inhibitor project, cell-based, uHTS, fluorescence assay plates; KKLEB CF airway cells viability, ATPlite luminescence, overnight; active compounds read low; cells stimulated with P. aeruginosa culture filtrate; activity change (cytotoxicity), % at 5 µM; actives 0.36% (n = 360,000); AID 602141, 2011;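 active = corrected activity change at or below -50% at 5 µM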
# Peg3 promoter – Peg3 promoter-driven luciferase inhibitors, primary screen, cell-based, HeLa, luciferase luminescence; HeLa PEG-Prom luciferase reporter, overnight; inhibition, % at 20 µM; actives 1.7% (n = 360,000); AID 588405, 2011;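 active = inhibition of at least 50% at 20 µM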
# NR2E3 ag-2 – NR2E3 agonists in two-hybrid cells, primary screen, cell-based, luminescence, CHO-S, Gal4-NCOR/VP16-NR2E3 | Photoreceptor-specific nuclear receptor (Homo sapiens), Q9Y5X4 | luciferase | inhibition of corepressor binding, % at 3.98 µM | actives 0.35% (n = 360,000) | AID 602229, 2012;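 active = inhibition above the mean of all tested compounds plus 3 SD, cut at about 70% in these data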;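 also: 0% = DMSO with NR2E3 transfected cells and 100% = cells lacking NR2E3 construct; higher means lower luciferase signal from less NR2E3 corepressor binding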
# HIF-2a block – HIF-2a reporter inhibitors, primary screen, luminescence, 786-0 RCC cells. AID 624352, 2012. 786-0 RCC cells HIF-2a reporter, luciferase luminescence, overnight. actives 0.72% (n = 360,000). inhibition, % at 18.8 µM;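 active = inhibition of the luminescence signal of 40% or more relative to plate controls, in a single-dose primary screen at 18.75 µM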
# CaV13 FRET inh – Primary screen for inhibitors of IQ motif and Ca2+-dependent inactivation inhibitor domain binding in CACNA1D, Förster resonance energy transfer in living cells, …; inhibition, % at 12.3 µM; actives 0.098% (n = 340,000); AID 743397; HEK cells, CFP/YFP FRET ICDI-IQ, plate reader, 10 min; percent FRET-ratio fall versus neutral wells;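 active = mean replicate inhibition of at least 30% and at least 1% of replicates passing that level; inconclusive = only one of the two criteria is met; inactive = neither criterion is met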;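 also: 0% = median of the neutral control wells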
# Shn3 3UTR inh – reduction of Shn3 3'UTR firefly luciferase signal, primary screen, Schnurri-3 inhibitor project, cell-based, Clone20 osteoblasts, set 2; actives 0.52% (n = 360,000); inhibition, % at 12.5 µM; Clone20 osteoblast Shn3 3'UTR firefly luciferase, 24 h;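 active = mean inhibition of at least 75% with every replicate also reaching 75%; inconclusive = mean inhibition at least 75% but some replicate below; inactive = mean inhibition below 75%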;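 also: 0% = median of neutral control wells and 100% = pilot-screen positive control compound; some compounds past the cut are filed as inactive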
# * = called active by the depositor; ? = inconclusive; / = no result given.
nr	Compound	Vif inh	CF NFkB block	TRPM1 prom inh	NR2E3 ag-1	PDI turbidity	KKLEB tox	Peg3 promoter	NR2E3 ag-2	HIF-2a block	CaV13 FRET inh	Shn3 3UTR inh
1	CC1CCc2c(sc3nc(C(C)(C)C)nc(N4CCN(C(=O)CCl)CC4)c23)C1 (configuration not stated)	-3	97*	17	-5	-8	-92*	56*	-1	43*	-5	24
2	CC[C@H](C)[C@H](NC(N)=O)C(=O)NCCc1ccc(Cl)cc1	0	-3	13	-1	4	-11	13	-9	9	-5	-38
3	Cn1cnnc1SC/C(O)=C(\C#N)c1nc2ccccc2[nH]1	-4	-2	-9	2	-6	11	-1	-2	8	4	-20
4	COC(=O)C(Cc1csc2ccc(Cl)cc12)NC(=O)c1ccc(Cl)cc1 (configuration not stated)	-12	1	-9	2	3	-4	-12	4	-18	-5	4
5	Cc1ccc(C(=O)N2NC(c3ccc(F)cc3)C3C(=O)N(c4ccc(C)c(C)c4)C(=O)C32)cc1 (configuration not stated)	-7	-37	1	2	/	7	7	19	-5	-10	2
6	CC(C(=O)Nc1ccccc1-c1ccccc1)N1CCCCC1 (configuration not stated)	-3	1	-7	1	5	2	7	-25	18	-4	11
7	c1ccc(CNc2nc(CN3CCOCC3)nc3scc(-c4ccccc4)c23)cc1	-11	15	-8	-6	0	0	-6	-10	16	-2	21
8	COc1ccc(/C(O)=C2/C(=O)C(=O)N(CCN(C)C)C2c2ccc(F)cc2)cc1Cl (configuration not stated)	?	1	3	9	9	-6	3	2	10	/	2
9	O=C1CC(c2cc3c(cc2Br)OCO3)C2=C(CCCC2=O)N1 (configuration not stated)	-2	13	13	2	-1	-11	9	2	19	/	5
10	CC(C)(C)C(=O)N1CCN(c2ccc(NC(=O)c3ccc4c(c3)OCCO4)cc2)CC1	-17	1	42	1	-1	-2	7	-17	14	-5	30
11	CCCCOc1ccccc1N1CCN(CCCN2C(=O)C3CCCN3C2=O)CC1 (configuration not stated)	1	10	5	-1	0	-7	25	19	7	-3	5
12	N#Cc1ccc(CSc2nnc(-c3c[nH]c4ccccc34)n2-c2ccccc2)cc1	0	0	-5	1	5	3	19	-5	47*	1	-1
13	O=C(OCC(=O)N1CCN(c2ccc(F)cc2)CC1)c1cnc2ccccc2n1	12	-10	-1	/	4	6	-11	1	-28	-5	0
14	CNC(=O)c1ccsc1NC(=O)CCS(=O)(=O)c1ccc(C)cc1	7	16	6	1	9	4	-8	-7	13	-5	-12
15	CCNC(=O)CN(C1CCCCC1)S(=O)(=O)c1ccc(F)cc1	16	6	4	2	8	-10	15	-23	10	1	-15
16	CC(C)=CC(=O)Nc1nnc(-c2ccc(F)cc2)s1	7	0	-48	-2	13	-2	-38	-3	-54	/	-18
17	COc1ccc(N=C(N)SCc2ccccn2)cc1	3	8	24	-2	0	2	-16	-9	-15	-3	11
18	CCOC(=O)C1=C(CN2CCSCC2)NC(=O)NC1c1cc(C)ccc1C (configuration not stated)	-3	12	11	1	-6	0	15	-2	18	/	3
19	O=C(NCC(=O)N1CCOCC1)c1ccc(Br)cc1	1	23	-6	1	-5	3	-10	-41	-21	/	-3
20	Cc1ccccc1NC(=O)Cc1nc(COC(=O)c2ccc(S(C)(=O)=O)c([N+](=O)[O-])c2)cs1	-1	77*	73*	2	16	-16	101*	-5	33	/	?
21	COc1ccc(CC(=O)NCC2CCCN(Cc3ccc(F)cc3F)C2)cc1 (configuration not stated)	-5	-10	10	6	2	11	8	-23	12	-4	9
22	CC(C)CN(CC(C)C)CC(O)CN(c1ccccc1)S(=O)(=O)c1ccccc1[N+](=O)[O-] (configuration not stated)	-2	1	-1	2	4	0	24	-10	5	-6	0
23	CN(C)C(=O)c1ccc(NC(=O)c2cccc(S(=O)(=O)N3CCN(Cc4ccccc4)CC3)c2)cc1	11	-14	2	/	-4	9	18	-6	6	-3	63
24	CC(/C=N/O)Cc1ccc2c(c1)OCO2 (configuration not stated)	/	-12	-6	-2	-1	3	3	-14	4	-3	-66
25	Cc1nnc(SC(C)C(=O)Nc2ccc3ccccc3c2)[nH]c1=O (configuration not stated)	10	15	14	1	-5	-4	-1	-28	-11	-2	-17
26	COc1ccc(NC(=O)CN(C)C(=O)Cn2cnc3c2c(=O)n(C)c(=O)n3C)cc1	0	27	8	1	-3	-16	2	-12	8	-14	-8
27	CC(Sc1nnc(N)s1)c1ccccc1Cl (configuration not stated)	6	10	-10	0	/	2	-13	-9	-22	-2	4
28	COc1cc2c(cc1OC)C(=O)CC(C)S2 (configuration not stated)	-7	0	-1	3	3	-15	9	0	8	-6	0
29	O=C(Nc1cccc(C(=O)N2CCCC2)c1)C1CC1	-2	12	1	/	-3	1	4	19	1	-3	-1
30	CCCN(CCC)S(=O)(=O)c1cc2c(cc1Br)CCN2C(=O)CC	-15	-11	0	/	-3	-5	22	0	14	-5	0
31	COc1ccccc1CN1CC(C(=O)NCCC2=CCCCC2)CCC1=O (configuration not stated)	12	-1	-4	-1	14	5	-23	-11	-53	-4	-7
32	C=CCOCCN(C)C1=NS(=O)(=O)c2cc([N+](=O)[O-])ccc21	0	3	50	6	0	10	2	-23	3	-7	8
33	Cc1ccc(SCc2cc(-c3ccc(Cl)cc3)on2)cc1	0	-4	3	1	0	3	-34	4	-70	/	-51
34	Cc1ccc(NC(=O)CNC(=O)c2sc3ccccc3c2Cl)nc1	-16	2	8	-5	0	3	-69	-4	-64	-6	-6
35	O=C(CSc1n[nH]c(=O)[nH]c1=O)NC1CCCCC1	1	31	13	-6	4	-8	-13	15	6	-4	5
36	CC1=C(O)c2ccccc2C(=O)C1=O	-8	-14	/	/	/	-3	20	53	4	/	0
37	CC(=O)n1cc([C@@H]2C=C(C(=O)Nc3ccccc3)O[C@H](OCc3ccc(CO)cc3)C2)c2ccccc21	8	-15	15	6	-16	-5	30	-18	22	-13	22
38	Cc1ccc(NC(=O)CS(=O)(=O)c2c[nH]c3ccccc23)c(C)c1	0	5	3	1	2	-6	21	20	9	-4	7
39	O=C(OCCNc1ccc(C(F)(F)F)cc1[N+](=O)[O-])c1cc2ccccc2oc1=O	-21	-7	-2	2	-2	-6	-13	-28	7	0	10
40	Cc1ccc(S(=O)(=O)Nc2ccc(C(=O)NCc3ccccn3)cc2)cc1	-20	5	-6	-1	-2	13	18	28	1	-9	10
41	CC(=O)OC(c1nc2ccccc2c(=O)n1C1CC2(OC1=O)c1ccccc1N1C(=O)C(C)(C)N(O)C12)C(C)C (configuration not stated)	4	-21	7	-2	/	-5	19	-16	6	/	11
42	COc1ccc(OC)c(-c2nn(-c3ccccc3)cc2C(=O)NCC2CCCO2)c1 (configuration not stated)	7	2	3	3	5	21	19	-33	11	-7	19
43	OC[C@@H](O)[C@@H](O[C@H]1O[C@H](CO)[C@@H](O)[C@H](O)[C@H]1O)[C@H](O)[C@@H](O)CO	-2	9	2	4	-2	1	-2	-14	6	-4	20
44	CC(=O)C(CC(=O)N1CCCC1)C(=O)Nc1ccc(Cl)cc1 (configuration not stated)	5	6	-2	/	5	-1	-3	-28	-13	-3	-5
45	Cc1ccccc1C(=O)Nc1sc2c(c1C(=O)O)CCC2	21	-10	6	-2	-1	3	-2	-18	-20	-6	-17
46	Cc1sc2ncnc(Nc3ccc(N4CCOCC4)cc3)c2c1-c1ccccc1	/	24	4	2	-4	-14	29	3	45*	-4	-10
47	CS/C(=N\S(=O)(=O)c1cccs1)Nc1ccc(F)c(Cl)c1	-11	10	11	3	-4	-16	-63	16	5	/	2
48	Cc1ccccc1OCC(=O)NCCc1nc2ccccc2[nH]1	4	5	-3	-1	1	2	-2	-6	7	-3	-11
49	O=C(NCSc1ccnc(SCNC(=O)c2ccccc2)n1)c1ccccc1	0	6	10	7	-4	-19	11	21	-10	-7	16
50	O=C(OCC(=O)N1CCOCC1)c1ccc(F)cc1Cl	2	-16	-21	0	5	-2	-41	-17	-39	-4	-34

# Next part:
nr	Compound	Vif inh	CF NFkB block	TRPM1 prom inh	NR2E3 ag-1	PDI turbidity	KKLEB tox	Peg3 promoter	NR2E3 ag-2	HIF-2a block	CaV13 FRET inh	Shn3 3UTR inh
51	COc1ccc(N2C(=S)N=C(Nc3ccccc3)C23CCCCC3)cc1	4	-8	5	-3	-1	3	8	-8	13	-6	-12
52	NNC(=O)c1c(O)c2cccc3c2n(c1=O)CCC3	-9	-3	2	-1	-7	1	2	-26	19	-20	2
53	C/C(=N/Nc1ccc(C(=O)O)cc1)c1ccc(O)c(O)c1O	-1	14	-2	-7	-8	-22	-34	-24	6	-6	-9
54	O=C(Nc1ccc(F)cc1)Oc1ccc[nH]c1=O	-2	-17	-25	1	3	25	-72	-28	-118	-15	-2
55	CCOc1ccc(Oc2nc(Nc3ccc(C)cc3)nc(N(C)C)n2)nn1	0	1	5	-1	-11	-5	7	-7	17	-1	13
56	Cn1cc([N+](=O)[O-])c(C(=O)N/N=C/c2ccc3c(c2)OCO3)n1	5	-2	8	4	16	7	-30	-20	-45	-6	-24
57	Cc1ccc(C(=O)NCC(=O)Nc2cccc(C(F)(F)F)c2)cc1	0	9	-1	-2	-3	4	11	-2	18	-9	-3
58	Cc1onc(-c2c(Cl)cccc2Cl)c1C(N)=S	-6	7	-7	3	2	6	4	-15	15	-5	-15
59	Cc1ccc(S(=O)(=O)NN2C(=O)c3ccccc3NC2c2cccc(O)c2)cc1 (configuration not stated)	6	3	-11	-2	5	2	11	4	20	-4	6

# Single records, as listed above. Screens in order: Vif inh | CF NFkB block | TRPM1 prom inh | NR2E3 ag-1 | PDI turbidity | KKLEB tox | Peg3 promoter | NR2E3 ag-2 | HIF-2a block | CaV13 FRET inh | Shn3 3UTR inh
# `COc1ccccc1CN1CC(C(=O)NCCC2=CCCCC2)CCC1=O` (configuration not stated) as listed: 12 | -1 | -4 | -1 | 14 | 5 | -23 | -11 | -53 | -4 | -7
# `CC1CCc2c(sc3nc(C(C)(C)C)nc(N4CCN(C(=O)CCl)CC4)c23)C1` (configuration not stated) as listed: -3 | 97* | 17 | -5 | -8 | -92* | 56* | -1 | 43* | -5 | 24
